# 12-LOX inh = blocks human arachidonate 12S-lipoxygenase. purified 12hLO, xylenol orange hydroperoxide absorbance. Potency, µM (doses to about 108 µM), for the others: at the highest dose activity change, negative = inhibition, most hits filed as inhibitors. 580,000 compounds, 1.1% hits. AID 1671190; active = well fitted inhibition curve with a large enough effect; inconclusive = small, poorly fitted or top-dose-only effect, or another doubt; inactive = no such curve, though single readings can be large or run the other way
# Target sequence (P18054 whole entry, looked up): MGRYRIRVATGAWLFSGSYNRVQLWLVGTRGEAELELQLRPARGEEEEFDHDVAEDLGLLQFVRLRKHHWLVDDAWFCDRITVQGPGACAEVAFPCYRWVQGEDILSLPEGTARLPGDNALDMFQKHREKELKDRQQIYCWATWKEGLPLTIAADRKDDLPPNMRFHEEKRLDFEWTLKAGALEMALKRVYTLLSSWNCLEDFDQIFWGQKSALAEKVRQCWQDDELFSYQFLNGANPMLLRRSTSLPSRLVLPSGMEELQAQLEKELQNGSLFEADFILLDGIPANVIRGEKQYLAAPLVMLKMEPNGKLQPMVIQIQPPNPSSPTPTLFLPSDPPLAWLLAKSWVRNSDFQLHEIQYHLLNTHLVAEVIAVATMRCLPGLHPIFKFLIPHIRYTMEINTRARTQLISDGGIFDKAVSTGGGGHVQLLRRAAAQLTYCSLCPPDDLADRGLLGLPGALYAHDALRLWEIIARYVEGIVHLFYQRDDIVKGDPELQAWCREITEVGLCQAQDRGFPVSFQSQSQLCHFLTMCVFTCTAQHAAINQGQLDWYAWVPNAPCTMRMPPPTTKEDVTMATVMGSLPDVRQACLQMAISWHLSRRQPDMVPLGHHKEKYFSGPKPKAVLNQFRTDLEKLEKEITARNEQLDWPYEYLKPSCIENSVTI
#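 Purified human 12hLO (150 nM final) in 25 mM Hepes, 0.01% Triton X-100, pH 7.0 was preincubated 15 min at room temperature with compound. Then 40 uM arachidonic acid was added, 30 min. Hydroperoxide was read by Fe-XO absorbance ratio 573/405 nm.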
# The depositor's hits bear a star; ? = inconclusive; [ ] = another dose, or the depositor's remark. % is scaled to controls: 0 for no effect and ±100 for the full control effect; potency is read from the fitted curve at half-maximal effect. The list is partial. The share of hits here may be higher or lower than overall.
SMILES,12-LOX inh
O=C(Cc1c[nH]c2ncc(-c3cccnc3)cc12)NC1CCOCC1,-5%[176 µM]
Cc1ccc2oc([C@H]3CCN(Cc4cccs4)C3)nc2c1,18%[176 µM]
O=C(c1cncc(F)c1)N1CCOCC2(CN(Cc3ccccc3)C2)C1,?
O=C(NCc1cccc(F)c1)c1nc2c(o1)CCN(Cc1cccc(F)c1F)CC2,-12%[176 µM]
CCC(=O)N1CCC(Oc2ncccc2C(=O)N(C)C)CC1,8%
COc1ccccc1CNc1ncnc2c1CN(C1CCCNCC1)C(=O)CN2C (stereo unspecified),?
O=C(CCC[C@@H]1[C@H]2CCCN3CCC[C@@H](CN1Cc1cccnc1)[C@@H]23)Nc1ccncc1,39%[activator]
COc1cc(F)ccc1C(C(=O)O)N1CCC(Oc2cccc(F)c2)CC1 (stereo unspecified),?
O=C(Cn1cnnn1)N1CC(c2noc(C3CCCN3CC3CC3)n2)C1 (stereo unspecified),51%[activator]
CC(C)C[C@@H]1N[C@H](C(=O)NCc2cccs2)Cc2c[nH]c3cccc1c23,?
CC(C)CCN1CCC(N2CCN(C(=O)c3ccccc3Br)CC2)C1=O (stereo unspecified),-2%
Cc1cccc(CC(C)NC(=O)c2coc(COc3ccc4c(c3)OCO4)n2)n1 (stereo unspecified),-13%
O=C(Nc1ccc(Cl)cc1Cl)c1cnn2c1CN(C(=O)c1ccccc1)CC2,0%[6.33 µM]
COCCC1(C(=O)O)CCCN(CCS(C)(=O)=O)C1 (stereo unspecified),10%
COc1ccc(-c2cn3c(n2)CO[C@@H](CNS(=O)(=O)c2ccc(C)cc2)C3)cc1,-34%[176 µM]
Fc1ccc(CN2CC(Oc3ccc(F)cc3F)C2)cc1,3%[6.33 µM]
COCCOC1CCOC2(CCN(S(=O)(=O)c3cn(C)cn3)CC2)C1 (stereo unspecified),56%
C[C@@H](NCc1cc2ccccc2[nH]1)c1cccc2ccccc12,?
COCCCNC(=O)[C@H]1O[C@@H](n2cnc3c(=O)[nH]c(N)nc32)[C@H](O)[C@@H]1O,-11%
COc1ccc(CN2CCCC3(Cc4ccccc4CNC3=O)C2)cc1 (stereo unspecified),8%[6.33 µM]
O=C(c1ccccn1)N1CCC(n2c(=O)[nH]c3ccccc32)CC1,?
C[C@H]1CCCN1C(=O)c1nnc(CNc2ccccc2Cl)n1-c1ccccc1,75%[activator][176 µM]
Cc1ccc(C2NC(=O)N(CC(=O)Nc3cc(F)ccc3F)C3=C2C(=O)OC3)cc1 (stereo unspecified),-10%
O=C(Nc1nccs1)C1CC(=O)N(c2n[nH]c3cc(Br)ccc23)C1 (stereo unspecified),?
OCC1=CC[N+]2(Cc3ccccc3)CCC(O)[C@@H]12 (stereo partly specified),2%

# More structures follow:
SMILES,12-LOX inh
CC1(c2ccccc2)N(Cc2ccccc2)C(=O)OC12CCN(C(=O)c1cccc(O)c1)CC2 (stereo unspecified),3%
N#Cc1ccc(N2CCCC3(CCC(=O)N(Cc4ccccc4)C3)C2)nc1 (stereo unspecified),13%
COc1ccc(C2Cn3nnc(C(=O)N4CCC(C(=O)NCC(C)C)CC4)c3CO2)cc1 (stereo unspecified),12%
Cn1cccc1CN1CCCN(S(C)(=O)=O)C(c2ccccc2)CC(=O)NCC1 (stereo unspecified),259%[activator]
CC(C)N1CC[C@@H]2[C@H]1C(=O)NC[C@H](CCC(=O)Nc1ccccc1)N2C,43%[activator][176 µM]
COCCN1C(=O)CS(=O)(=O)C12CCN(C(=O)C1(c3ccccc3)CC1)CC2,5%
C=CCN1C[C@H](COC(=O)c2cccc(OC)c2)Oc2cccc(F)c2S1(=O)=O,15%
CCC1(C(=O)NCCCN2CCc3ccccc3C2)CCCCC(=O)N1 (stereo unspecified),43%[activator]
CN(Cc1ccccc1)C(=O)CCC1CCN(C(=O)CCN2CCCO2)CC1,63%[activator]
CC1(COc2cccnc2)COc2ccc(C(=O)NCCOc3ccccc3)cc2N1 (stereo unspecified),40%[176 µM]
CN(C)CCNC(=O)c1nc2nc(-c3ccccc3)c(-c3ccc(Cl)cc3)cc2n1C,?
CCOc1ccccc1CN1CCc2n[nH]c(=O)n2CC1,33%[activator]
O=C(c1ccsc1)N1CCN(c2nnc3ccc(C(F)(F)F)cn23)CC1,79%[activator]
CC(=O)Nc1ccc(S(=O)(=O)N[C@H]2CO[C@H]3[C@@H]2OC[C@@H]3Nc2nccc(C(C)(C)C)n2)cc1,3%
CC(C)N1CCN(C(=O)C2CCN(c3cnn(CC4CC4)c(=O)c3)C2)CC1 (stereo unspecified),17%
CC(=O)N1CCc2nc(-c3ccc(Cl)cc3)nc(-c3ccccc3)c2C1,?
CCCNC(=O)N1CC(Oc2ccccc2-c2nc(CCOC)no2)C1,-3%
CCCC(=O)N1Cc2ccccc2CC2(CCCCN2CC2CCOCC2)C1 (stereo unspecified),7%[6.33 µM]
CC[C@H]1CN(C(=O)c2ccc(F)cc2)CC[C@H]1CC(=O)NCc1ccccc1,-1%[176 µM]
O=C(c1ccco1)N1CCCCCC1c1nnc(-c2ccccc2)o1 (stereo unspecified),3%
COc1ccc(C(=O)Nc2ccc(C(O)[C@H]3COCC(=O)N3C)cc2)cc1 (stereo partly specified),27%[176 µM]
O=C(NC1CCCCC1)C1CCc2sc(C(=O)N3CCCCC3)cc2C1 (stereo unspecified),28%
COCCN1Cc2nc(-c3ccc(OC)c(F)c3)ccc2OCC1=O,4%[176 µM]
CCOc1cccc(-c2nc(C(=O)NCc3ccc4c(c3)OCO4)cs2)c1,14%
CC(=O)N[C@@H]1CN(C(=O)c2cnc3ccccc3c2)C[C@H]1c1ccc(C)cc1,8%

# (further entries)
SMILES,12-LOX inh
Cc1ccc(CN2C(=O)[C@@H]3C[C@@H](O)CN3C3(CN(C4CCC4)C3)C2=O)o1,36%[activator][176 µM]
O=C(C1CC(=O)N(C2CC2)C1)N1CCC(Oc2ccccc2Cl)CC1 (stereo unspecified),-19%
Cn1cnnc1CC1CCN(C(=O)CC2CCCCC2)C1 (stereo unspecified),34%
Cc1ccc(S(=O)(=O)N2CCN(C3CCN(C)C3=O)CC2)cc1C (stereo unspecified),?
CCn1ncnc1CN1CCC2(CC1)CC(C(=O)O)N(C(C)=O)C2 (stereo unspecified),-7%
CN(C)CCNC(=O)c1nc(-c2cccc(N3CCOCC3)c2)cc2c1ccn2C,19%[176 µM]
COC(=O)C1CN(Cc2ccc(OC)cc2)CCS(=O)(=O)N1Cc1ccc(C(F)(F)F)cc1 (stereo unspecified),27%
Cn1ncc2c(C(=O)N3CCCC3)cc(-c3ccc([S+](C)(=O)[O-])cc3)nc21,0%[6.33 µM]
O=C(c1ccn[nH]1)N1CCN(Cc2cn3ccccc3n2)CC(O)C1 (stereo unspecified),42%[activator]
O=C(O)CCCCN1C(=O)C=CC1=O,?
O=C(c1ccccc1F)N1CCC(N2CCCC2=O)CC1,-1%[6.33 µM]
Cc1ccc(NC(=O)N2CCCC(c3noc(COc4ccccc4)n3)C2)cc1C (stereo unspecified),-14%
CN(C)c1nccnc1OC1CCN(S(=O)(=O)c2ccccc2)C1 (stereo unspecified),5%
COCc1nc(C2CC(N)C2)cc(N2CCC(NS(C)(=O)=O)CC2)n1 (stereo unspecified),?
CN1C(=O)c2cccn2CC1CNC(=O)C1CCCC1 (stereo unspecified),23%
O=C(O)Cn1nc(C2CCCC2)nc1-c1cccc(Cn2cccn2)c1,60%[activator]
COC(=O)c1cc(Cl)ccc1OC,-9%[22.9 µM]
Cc1noc(C)c1[S+](=O)([O-])N1CCC(c2nn(-c3ccc(F)cc3)c(=O)[nH]2)CC1,12%
COc1ccc(S(=O)(=O)N2C[C@@H](F)C[C@H]2C(=O)N2CCCCC2)cc1,16%
O=c1[nH]nc2n1CCC(NS(=O)(=O)c1ccc3c(c1)CCCC3)CC2 (stereo unspecified),-12%
CCN1C(=O)Cc2cc(C(=O)NCc3ccc(F)cc3Cl)ccc21,39%[activator]
CN(C)C[C@@H]1CN(c2ncccn2)C[C@H]1NC(=O)c1ccc(Cl)s1,1%
CC(C)NC(=O)C1=NOC2CN(C(=O)C3CC3)CC12 (stereo unspecified),1%[12.5 µM]
CCNC(=O)N(C)[C@H]1C[C@H]2c3[nH]c4cccc(-c5cccc(F)c5)c4c3CCN2C(=O)[C@H]1[C@H](C)O,-24%
COC(=O)c1cc2c(c3c4ccccc4n(S(=O)(=O)c4ccc(OC)cc4)c13)C(=O)N(C)C2,-19%

# 4 consecutive entries already listed, quoted:
SMILES,12-LOX inh
Cc1ccc(S(=O)(=O)N2CCN(C3CCN(C)C3=O)CC2)cc1C (stereo unspecified),?
CCn1ncnc1CN1CCC2(CC1)CC(C(=O)O)N(C(C)=O)C2 (stereo unspecified),-7%
CN(C)CCNC(=O)c1nc(-c2cccc(N3CCOCC3)c2)cc2c1ccn2C,19%[176 µM]
COC(=O)C1CN(Cc2ccc(OC)cc2)CCS(=O)(=O)N1Cc1ccc(C(F)(F)F)cc1 (stereo unspecified),27%

# (more compounds)
SMILES,12-LOX inh
CNC(=O)C(C)(C)N1CCC[C@H]1C(=O)NC1CCCC1,15%[176 µM]
COc1ccc(N2CCN(C(=O)CN3C(=O)NC4(CCOCC4)C3=O)CC2)cc1,6%
CCOCCn1c(=O)[nH]c2cc(C(=O)NCc3csc(CC)n3)ccc21,-10%
COc1ccc(-c2cnc3n2CC(C(=O)N2CCOCC2)CC3)cc1 (stereo unspecified),99%[activator]
CC(=O)N1CC2(Cc3ccccc31)CN(C(=O)c1ccc(C(F)(F)F)cc1)C2,58%[activator]
Cc1nc(N2CCC(NC(=O)Cc3cccs3)CC2)cc(C(F)(F)F)n1,-6%
C[C@H](CO)N1C[C@H](C)[C@@H](CN(C)C(=O)Nc2ccc(C(F)(F)F)cc2)OCc2cn(nn2)CCCC1=O,26%
Cc1ccc2nc(CN(C)C(=O)[C@H]3O[C@@H](n4cnc(C(N)=O)n4)[C@H](O)[C@@H]3O)[nH]c2c1,1%
CC(C)NC(=O)c1ccccc1OCC1CCCN(C2CCC2)C1 (stereo unspecified),33%[activator]
Cc1ccccc1CN1CCN(c2ncc(C(=O)Nc3cccc(C(F)(F)F)c3)s2)C1=O,24%
O=C(c1ccccn1)N1CCC2(CC1)CC(Cc1ccccc1)CCO2 (stereo unspecified),42%[activator]
O=C(c1cccnc1)N1CCC(OC2CCN(Cc3cccnc3)CC2)CC1,49%[activator]
COc1cc(CN2CCC3(CCNCC3)C2)cc(OC)c1OC,3%
COc1cccc(S(=O)(=O)N2CCC3(CC2)CC2C(=O)NCCN2C3)c1 (stereo unspecified),65%[activator]
O=C(C(=O)N1CCN(C(=O)c2ccccc2C(F)(F)F)CC1)c1cccc(C(F)(F)F)c1,-22%
N#Cc1ccc(CN2CCC3(CC2)COc2ccccc2C(=O)N3)cc1,25%
CCC(C)C(=O)N1CCC2(CC1)CN(Cc1ccc(OC)cc1)C2=O (stereo unspecified),-7%
O=C1C(N2CCN(S(=O)(=O)c3ccc(F)cc3F)CC2)CCN1Cc1cccnc1 (stereo unspecified),?
COc1ccc(-c2nc(C3CC3)nc3c2CCN(CC2CCCCC2)CC3)cc1,?
Cc1nc(CN2Cc3nc(-c4ccccc4F)ccc3OCC2=O)cs1,-8%[176 µM]
Cc1nc2ncccn2c1C(=O)N1CCC(c2nccn2CC(N)=O)CC1,15%
CCn1c(CC2CCN(Cc3ccc(S(C)(=O)=O)cc3)CC2)nn(C)c1=O,-10%
C[S+](=O)([O-])NC1CC2(CCN(Cc3ccc(O)cc3)CC2)c2ccccc21 (stereo unspecified),12%[6.33 µM]
CNc1cc(C(=O)NCc2cccnc2N(C)Cc2ccccc2)ccn1,58%[activator]
COc1ccc(CNC(=O)[C@@H]2CCC[C@@H](NCC3CC3)CN(C)C(=O)C2)cc1,38%[176 µM]

# Some of the entries so far, as labelled records.
Compound: O=C(c1ccccn1)N1CCC2(CC1)CC(Cc1ccccc1)CCO2 (stereo unspecified)
- 12-LOX inh: 42%[activator]

Compound: COc1ccc(-c2cnc3n2CC(C(=O)N2CCOCC2)CC3)cc1 (stereo unspecified)
- 12-LOX inh: 99%[activator]

Compound: Cc1nc(CN2Cc3nc(-c4ccccc4F)ccc3OCC2=O)cs1
- 12-LOX inh: -8%[176 µM]

# Returning to the listing, repeating the 3 entries before the break.
SMILES,12-LOX inh
C[S+](=O)([O-])NC1CC2(CCN(Cc3ccc(O)cc3)CC2)c2ccccc21 (stereo unspecified),12%[6.33 µM]
CNc1cc(C(=O)NCc2cccnc2N(C)Cc2ccccc2)ccn1,58%[activator]
COc1ccc(CNC(=O)[C@@H]2CCC[C@@H](NCC3CC3)CN(C)C(=O)C2)cc1,38%[176 µM]
COc1ccc(CCN2C(=O)O[C@@H]3CN(c4nc(OC)cc(OC)n4)C[C@@H]32)cc1,27%
COC(=O)c1ccc2nc(C[C@@H]3C[C@@H](C(C)C)[C@H](CNC(=O)c4cccnc4)C=C3C)[nH]c2c1,47%[activator]
COCc1cc(=O)n(CC(=O)Nc2cccc(C(C)=O)c2)c(N2CCOCC2)n1,5%
O=C(COc1ccccc1)N[C@H]1CO[C@H]2[C@@H]1OC[C@@H]2n1cc(CC2CCCCC2)nn1,28%[176 µM]
COc1ccc(-c2cc(N3CCC(NC(=O)COc4ccc(F)cc4)CC3)n[nH]2)cc1,41%[activator]
N#Cc1ccc(N2CCCn3nc(CCC(=O)N4CCCC4)cc3C2)nc1,4%
O=C(NCCc1ccccc1Cl)[C@@H]1CCCN1C(=O)[C@@H](NC(=O)N1CCOCC1)c1ccccc1,3%
C[S+](=O)([O-])c1ccc(-c2cc(C(=O)NCCc3ccc(Cl)cc3)nn3cccc23)cc1,1%[6.33 µM]

# Bioassay records as filed in PubChem.
